# From PubChem
# TPT1 inhibitor = C. albicans TPT1 enzyme inhibition; inhibition, % at 5 µM; AID 1962; 300,000 tested, 0.81% active; recombinant caTPT1, FP RNA substrate dephosphorylation;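 active = inhibition above the mean of all tested compounds plus 3 SD, set per screening campaign, cut at about 24% in these data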;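 also: plate controls were DMSO alone for no effect and ferristatin control at 100 nM for full effect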
# BCLXL inh = Bcl-xL (human) inhibition | Q07817 | GST-Bcl-xL / FITC-Bim BH3 peptide fluorescence polarization | inhibition, % at 10.9 µM | 320,000 tested, 0.7% active | AID 2129;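 active = inhibition above the mean of all tested compounds plus 3 SD, cutoff set per campaign, cut at about 30% in these data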;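 also: 0% = DMSO wells and 100% = unlabeled Bim-BH3 peptide competitor; inhibitors lower millipolarization by displacing the labeled peptide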
# MEX-5 binding = C. elegans MEX-5 TCR-2 RNA binding activity; Q9XUB2; MEX-5/FITC-TCR2 RNA binding, fluorescence polarization; stronger effect = lower value; activity score (negative = inhibition of binding), % at 10 µM; 300,000 tested, 0.38% active; AID 1832;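 active = inhibition past about -25% in most replicates, and total fluorescence under double the plate's negative control median, limit read from the data; inconclusive = replicates evenly split on the limit, or fluorescence at least double controls; inactive = too little inhibition in most replicates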;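 also: 0% = DMSO and -100% = 5 µM competing unlabeled TCR2 RNA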
# Target sequence (Q9XUB2 whole entry, looked up): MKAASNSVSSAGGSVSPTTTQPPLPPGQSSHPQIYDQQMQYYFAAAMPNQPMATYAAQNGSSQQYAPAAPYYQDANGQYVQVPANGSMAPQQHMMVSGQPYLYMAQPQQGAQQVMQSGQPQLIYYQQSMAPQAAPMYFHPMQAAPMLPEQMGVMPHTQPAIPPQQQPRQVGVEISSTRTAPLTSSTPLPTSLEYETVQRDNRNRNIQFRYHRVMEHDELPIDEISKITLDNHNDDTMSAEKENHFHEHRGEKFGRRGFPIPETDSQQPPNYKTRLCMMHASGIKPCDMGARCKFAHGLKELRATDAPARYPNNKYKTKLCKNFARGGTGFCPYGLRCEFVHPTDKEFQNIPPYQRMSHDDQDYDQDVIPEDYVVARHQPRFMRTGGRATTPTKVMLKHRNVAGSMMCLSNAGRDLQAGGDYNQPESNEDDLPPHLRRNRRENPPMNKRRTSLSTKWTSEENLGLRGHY
# MCL1-BIM inh = inhibitors of human MCL1 binding to BIM-BH3 peptide; 320,000 tested, 0.68% active; inhibition, % at 10.9 µM; Q07820; GST-MCL1 / FITC-Bim-BH3 fluorescence polarization; AID 2057;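 active = inhibition above the mean inhibition of all tested compounds plus 3 SD, set per campaign, cut at about 40% in these data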;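 also: 0% = DMSO wells and 100% = unlabeled Bim-BH3 peptide control; higher means more loss of mP so more displacement of Bim peptide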
# PAD4 inh = inhibitors of human PAD4; Q9UM07; recombinant PAD4, RCA probe fluorescence polarization; inhibition, % at 6.36 µM; 330,000 tested, 0.41% active;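 active = percent inhibition above a cutoff equal to the mean of all tested compounds plus 3 SD, cut at about 15% in these data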;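 also: 0% = PAD4 with RCA probe and DMSO and 100% = probe without PAD4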
# GLD-1 RNA inh = GLD-1-TGE RNA interaction inhibition (C. elegans) | 320,000 tested, 0.44% active | inhibition, % at 5.96 µM | purified GLD-1 + fluorescein TGE RNA, fluorescence polarization | AID 2280 | Q17339;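 active = percent inhibition above a per-plate cutoff, the plate mean of test compounds plus 3 SD, cut at about 30% in these data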;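 also: 0% = DMSO wells with GLD-1 and probe and 100% = wells lacking GLD-1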
# Target sequence (Q17339 whole entry, looked up): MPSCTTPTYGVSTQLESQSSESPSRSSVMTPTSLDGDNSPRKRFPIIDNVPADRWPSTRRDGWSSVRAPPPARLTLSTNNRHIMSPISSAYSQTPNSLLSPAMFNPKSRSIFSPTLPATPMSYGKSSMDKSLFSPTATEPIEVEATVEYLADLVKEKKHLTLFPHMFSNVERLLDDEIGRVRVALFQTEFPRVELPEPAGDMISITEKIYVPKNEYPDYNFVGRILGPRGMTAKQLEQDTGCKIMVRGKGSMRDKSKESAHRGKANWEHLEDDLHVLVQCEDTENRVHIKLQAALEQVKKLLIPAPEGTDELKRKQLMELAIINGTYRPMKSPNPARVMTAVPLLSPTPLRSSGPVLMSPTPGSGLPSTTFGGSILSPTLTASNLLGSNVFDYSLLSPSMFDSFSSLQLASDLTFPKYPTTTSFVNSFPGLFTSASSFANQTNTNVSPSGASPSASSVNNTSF
# Fam108B counter = Fam108B inhibition, counter-screen for RBBP9 inhibitors; 300,000 tested, 0.33% active; inhibition, % at 9.51 µM; AID 1947; recombinant Fam108B, FP-Rh probe fluorescence polarization;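 active = inhibition above the screen mean inhibition plus 3 SD, computed separately per campaign, cut at about 18% in these data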;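 also: inhibitors lower polarization as less probe binds the enzyme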
# PME-1 inh = blocks human protein phosphatase methylesterase 1 | Q9Y570 | 320,000 tested, 0.53% active | inhibition, % at 5.9 µM | recombinant PME-1, FP-Rh probe fluorescence polarization;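 active = inhibition above the campaign mean of all compounds plus 3 SD, cut at about 26% in these data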;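 also: competitive labeling of PME-1 active site by serine hydrolase directed probe; 0% = PME-1 with DMSO and 100% = wells lacking PME-1 enzyme; inhibitors block probe labeling so polarization falls and inhibition rises; many of its hits are not listed in these tables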
# GSTO1 inh = blocks human GSTO1 in RBBP9 counter-screen | P78417 | recombinant GSTO1, activity-based probe fluorescence polarization | inhibition, % at 5.96 µM | 300,000 tested, 1.1% active | AID 1974;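 active = inhibition above the campaign mean inhibition plus 3 SD, cut at about 35% in these data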;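 also: 0% = GSTO1-1 with DMSO and 100% = wells lacking GSTO1-1 enzyme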
# The depositor's hits bear a star; ? = inconclusive; nt = not tested or not shown. The list is partial (hit frequency here may not be typical).
SMILES,TPT1 inhibitor,BCLXL inh,MEX-5 binding,MCL1-BIM inh,PAD4 inh,GLD-1 RNA inh,Fam108B counter,PME-1 inh,GSTO1 inh
O=C(CCNC(=O)c1ccco1)Nc1ccc(N2CCOCC2)cc1,-3,5,-1.0,5,3,2,5,-4,7
CCN1CCN(C(=O)C2CCCN(c3ncnc4c3nc3n4CCCCC3)C2)CC1 (stereo not drawn),0,2,1.7,-2,-1,-3,-1,2,-4
CCCCN(C(=O)c1ccc(OC(F)(F)F)cc1)c1c(N)n(CCC)c(=O)[nH]c1=O,2,-2,2.0,-11,-2,3,-1,-5,-1
O=C(CSc1nc2c(c(=O)[nH]1)CCC2)Nc1ccc(F)cc1,-1,5,2.5,-2,-4,5,1,-2,3
CC(CCc1ccccc1)NC(=O)CN1CCN(Cc2ccc(Cl)cc2)C1=O (stereo not drawn),-1,1,-2.5,-3,-7,5,-1,8,3
COc1ccc(S(=O)(=O)Nc2ccccc2C(=O)Nc2nc(-c3ccc(F)cc3)cs2)cc1OC,0,-1,nt,1,-6,9,16,16,-17
N#Cc1ccc(-n2nccc2-c2cnc3n(c2=O)CCS3)cc1,-5,5,-0.8,3,-3,12,4,1,0
COc1ccc(NC(=O)N2CCCc3ccccc32)cc1OC,-2,0,2.2,-2,-8,7,-6,5,4
CNC(=S)Nc1cccc(C(C)=O)c1,2,4,2.5,9,7,-3,1,6,11
O=C(NCCO)c1ccc2[nH]c3c(c2c1)CCCC3,-2,-7,-1.0,0,-4,0,-1,-6,1
CCOCCn1c(N(C)Cc2ccccc2)nc2c1c(=O)[nH]c(=O)n2C,0,6,-2.7,-2,-4,1,0,0,-7
O=C(CSCc1ccccc1)NC1CCSC1=O (stereo not drawn),1,5,-1.2,8,3,6,5,4,4
CC(=O)OCC1=C(C(=O)O)N2C(=O)C(NC(=O)C(C)Cn3nc(C)c(Cl)c3C)C2SC1 (stereo not drawn),-1,15,-1.2,24,-1,-2,-2,-1,5
Cc1ccc(NC(=O)NCc2ccc3[nH]c(C)cc3c2)cc1,1,9,-0.4,3,-6,9,2,2,-6
CC(=O)NC(Cc1cccc(F)c1)C(=O)NC1CCN(C(=O)c2ccc(C)cc2)CC1 (stereo not drawn),2,8,1.8,9,0,6,-6,5,3
Cc1cc(C)n(CCC(=O)N2CCc3ccccc32)n1,-5,9,0.8,8,-1,-2,3,0,1
CCC(C)(C)NS(=O)(=O)c1cc(CN2C(=O)c3cccnc3C2=O)ccc1OC,-1,0,0.4,4,3,-8,4,-8,-5
C=CCn1cc(/C=C/c2cc[n+](C)cc2)c2ccccc21,46*,46*,?,23,-1,57*,0,2,-4
Cc1ccc(NC(=O)c2ccc(CN3CCc4ccccc4C3)cc2)cc1,-1,6,0.5,12,-1,1,-5,0,1
O=C(Nc1ccc(S(=O)(=O)Nc2ncccn2)cc1)C1=COCCO1,11,10,-3.5,16,3,0,-3,-7,-3
O=C(N/N=C/c1ccco1)C1CC1c1ccccc1 (stereo not drawn),2,5,1.7,14,7,-1,-3,5,4
CCOC(=O)C1=C(C)Nc2nc(C)nn2C1c1ccc(OC)c(OC)c1 (stereo not drawn),6,-4,0.8,0,1,4,-1,4,-3
Cc1ccc(-c2cc(C(F)F)n3ncc(C(=O)N4CCN5CCCC5C4)c3n2)cc1 (stereo not drawn),0,7,-2.4,10,-3,0,3,-1,-1
CCC(C(=O)OC)n1cnc2c(nnn2-c2cccc(OC)c2)c1=O (stereo not drawn),3,-1,-3.6,0,1,7,4,4,-2
COc1ccccc1-n1c([S-])c(C(=O)Nc2ccccc2C(F)(F)F)[n+]2ccc(C(=O)NCCO)cc12,19,8,-2.2,5,-8,-10,-4,-3,-3
# (next part)
SMILES,TPT1 inhibitor,BCLXL inh,MEX-5 binding,MCL1-BIM inh,PAD4 inh,GLD-1 RNA inh,Fam108B counter,PME-1 inh,GSTO1 inh
CCn1cc(/C=C(\NC(=O)c2ccccc2)C(=O)NCCCN2CCOCC2)c2ccccc21,0,12,2.1,3,1,-2,1,0,2
CCOCCn1c(SCc2c(F)cccc2Cl)nc2c1c(=O)[nH]c(=O)n2C,-1,1,-1.3,1,-3,-3,-5,-4,2
O=C1Nc2ccc([N+](=O)[O-])cc2C1(O)N1CCCCCC1 (stereo not drawn),1,9,0.9,0,0,-2,2,-3,2
COCCCNC(=O)CN(CCc1ccccc1)S(=O)(=O)c1ccccc1,-7,0,1.5,-3,2,-3,0,4,5
Cc1sc(NC(=O)c2ccco2)c(C(c2cccnc2)N2CCC(C)CC2)c1C (stereo not drawn),3,8,-0.8,-3,2,1,-3,-2,2
COc1ccc(C(CC(=O)N2CCCC2)C(C)C)cc1 (stereo not drawn),1,1,1.5,-2,-2,-1,0,-3,6
COc1ccccc1Nc1nc(C)nc2c1oc1ccccc12,-1,8,0.3,-3,1,-2,2,7,-4
O=C(Nc1ccc(C(=O)O)cc1)/C(=C\c1ccccc1)NC(=O)c1ccccc1,-1,2,-0.9,-3,-2,-8,3,5,-5
Cc1ccccc1-n1nc2c(c1NC(=O)c1cccc(F)c1)CS(=O)C2 (stereo not drawn),-1,-8,-1.4,-10,-1,-1,-1,-3,-1
C=CCNC(=O)NC(=O)COC(=O)/C(C#N)=C/c1cc(C)n(CCC(C)C)c1C,3,4,0.8,6,2,8,1,0,4
O=[N+]([O-])c1ccc(COP(=O)(O)OCc2ccc([N+](=O)[O-])cc2)cc1,-2,-9,2.0,-10,-1,-4,1,-6,12
COc1ccc(OCCNc2cc(N3CCOCC3)ccc2[N+](=O)[O-])cc1,0,4,-1.2,0,-1,1,-2,6,-5
Cc1nn(C(=O)c2nn(C)cc2[N+](=O)[O-])c(C)c1Cl,-1,9,2.3,10,-3,3,-1,2,-2
CN(CCCNC(=O)c1ccccc1F)CCCNC(=O)c1ccccc1F,0,6,1.8,7,0,7,3,-5,1
CCN(CC)c1ccc(/C=N/NC(=O)c2ccco2)cc1,5,0,2.0,-1,-1,4,0,-1,7
Cc1ccc(NC(=O)c2noc3c2CCCCC3)cc1C,-5,5,-0.1,7,-3,1,1,-9,-9
CC(C)C(=O)N1CCN(c2ccc(NC(=O)c3ccco3)cc2Cl)CC1,0,2,0.3,-6,-2,2,2,-4,2
COc1ccc(C(=O)c2ccccc2)cc1Br,-7,7,2.7,4,2,-6,8,-2,8
CC(C)(C)c1ccc(C2(C)NC(=O)N(CC(=O)NCc3cccs3)C2=O)cc1 (stereo not drawn),-2,4,1.5,2,-4,5,1,1,-1
Cc1nnc(NC(=O)CCSCCC(=O)Nc2nnc(C)s2)s1,2,6,-0.4,13,0,1,1,0,2
CCOC(=O)CN=C/C(C(C)=O)=C(/C)O,-1,1,-1.3,-4,-2,0,0,1,0
Cc1cccc(C)c1OCC(=O)NC(Cc1c[nH]c2ccccc12)C(=O)O (stereo not drawn),-3,5,1.5,0,-4,3,-1,1,10
CCCn1c(N)c(C(=O)CSc2ncc(C(F)(F)F)cc2Cl)c(=O)[nH]c1=O,4,6,-9.2,3,0,8,-3,-4,-8
C/C(=N/NS(=O)(=O)c1ccc(F)cc1)c1ccc(NC(=O)c2ccc(C)o2)cc1,-3,9,1.2,6,-8,1,-3,3,0
NNC(=O)c1ccc(COc2ccc3c(c2)CCC3)o1,2,-3,2.7,-2,-5,5,0,-10,0

# Of the compounds above, 3 have two or more sulfur atoms:
SMILES,TPT1 inhibitor,BCLXL inh,MEX-5 binding,MCL1-BIM inh,PAD4 inh,GLD-1 RNA inh,Fam108B counter,PME-1 inh,GSTO1 inh
COc1ccc(S(=O)(=O)Nc2ccccc2C(=O)Nc2nc(-c3ccc(F)cc3)cs2)cc1OC,0,-1,nt,1,-6,9,16,16,-17
O=C(CSCc1ccccc1)NC1CCSC1=O (stereo not drawn),1,5,-1.2,8,3,6,5,4,4
Cc1nnc(NC(=O)CCSCCC(=O)Nc2nnc(C)s2)s1,2,6,-0.4,13,0,1,1,0,2

# (continued)
SMILES,TPT1 inhibitor,BCLXL inh,MEX-5 binding,MCL1-BIM inh,PAD4 inh,GLD-1 RNA inh,Fam108B counter,PME-1 inh,GSTO1 inh
CCN1CCN(C(C)C(=O)Nc2c(C)n(C)n(-c3ccccc3)c2=O)CC1 (stereo not drawn),-3,2,-2.1,3,3,3,6,-2,0
O=C1C2C(C(=O)N1/N=C/c1ccc([N+](=O)[O-])o1)C1C=CC2C12CC2 (stereo not drawn),1,5,-1.2,9,-1,7,1,0,32
O=C(Cn1cnc2ccccc2c1=O)NCCC(=O)Nc1ccc2c(c1)OCCO2,1,0,-1.9,6,0,0,-2,3,1
CCOc1ccccc1NC(=O)Cn1c(C)cc(COC)c(C#N)c1=O,-1,2,0.6,0,-4,6,2,-3,-7
Cc1ccc(Cl)cc1N1CCN(C(=O)c2ccc(NC3=NC4CS(=O)(=O)CC4S3)cc2)CC1 (stereo not drawn),0,2,0.8,3,-5,2,-2,1,0
Cc1ccc(-n2c(C)c(C)c3c(NCCN(C)C)ncnc32)cc1,-1,1,-0.1,2,-2,0,1,-1,-2
O=C(CCNS(=O)(=O)c1ccccc1)OCC(=O)c1ccc[nH]1,6,-5,-2.1,-14,-6,2,1,-7,15
O=C1CCCc2c1nc(-c1ccccc1F)n2O,1,-4,0.8,13,1,4,0,2,5
Cc1nn(Cc2ccc(C(=O)N3N=C(C(F)F)CC3(O)C(F)F)cc2)c(C)c1[N+](=O)[O-] (stereo not drawn),1,-1,-5.0,6,1,-2,-4,-1,12
COc1ccc(C(=O)NNC(=O)C2CCCN(C3CC(=O)N(c4ccccc4)C3=O)C2)cc1 (stereo not drawn),-2,5,2.2,-1,0,5,-2,3,-13
CC(C)CN(C(=O)COC(=O)c1cnccn1)c1c(N)n(Cc2ccccc2)c(=O)[nH]c1=O,2,-2,-3.8,-1,0,9,-1,-1,11
CN(CCOc1ccc(Br)cc1)CC(O)c1ccccc1 (stereo not drawn),1,-1,1.9,-2,5,-4,-4,-7,2
Cc1cc(NC(=O)c2ccc(NC(=O)C(C)C)cc2)no1,0,0,-0.7,2,0,5,-1,9,-2
CC(C)CN(C(=O)CSc1nnnn1C)C1CCS(=O)(=O)C1 (stereo not drawn),2,3,0.1,3,0,7,-2,-4,-6
O=C(/C=C/c1ccc(F)cc1)Nc1ccc(S(=O)(=O)Nc2ncccn2)cc1,6,2,-12,-2,5,-4,1,-9,-15
Cc1c(NC(=O)C2CC(c3c(F)cccc3Cl)=NO2)c(=O)n(-c2ccccc2)n1C (stereo not drawn),4,1,0.1,-3,-3,4,1,7,3
O=C(O)COc1ccc(-c2nnn(CC(=O)O)n2)cc1,1,6,-1.9,0,1,8,0,7,-4
O=S(=O)(Nc1cccc(S(=O)(=O)N2CCOCC2)c1)c1cccs1,0,3,1.3,3,0,-2,1,4,4
COc1ccccc1NCCC(=O)OCC(=O)NC1CCCCC1,0,4,1.6,2,1,7,-3,-7,4
O=C(Nc1cccc(C(=O)NC2CC2)c1)c1ccc(Cl)c(S(=O)(=O)N2CCOCC2)c1,nt,1,nt,-3,2,-1,nt,-1,nt
CCOC(=O)c1ccc(S(=O)(=O)N2CCN(CC(=O)NC(=O)NC3CCCCC3)CC2)cc1,-1,6,-0.1,8,-5,0,-2,1,-4
CCOC(=O)/C(C#N)=C/C=C1\C=Cc2ccccc2N1CC,79*,-36,-1.7,-72,87*,-139,10,6,-24
CCN(CC)c1ccc(/C=N/NC(=O)CC(C)C)cc1,-2,2,1.9,-6,-2,4,0,3,5
